Screens: PubChem BioAssay, National Center for Advancing Translational Sciences (NCATS)
12-LOX inh: Primary qHTS assay for inhibitors of human arachidonate 12S-lipoxygenase (ALOX12): Round 2; Polyunsaturated fatty acid lipoxygenase ALOX12 (Homo sapiens), P18054; purified 12hLO, xylenol orange hydroperoxide absorbance; Potency, µM (top dose mostly 108 µM), for inactives: at the top dose activity change, negative = inhibition, hits mostly inhibitors; 580,000 compounds, 1.1% hits; AID 1671190, 2021; further: potency means the concentration at half of the fitted maximal effect; on the % scale 0 is the no-effect control and ±100 the full control effect
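Purified human 12hLO at 150 nM in 25 mM Hepes, 0.01% Triton X-100, pH 7.0, preincubated 15 min at room temperature with compound. Reaction started with 40 uM arachidonic acid, 30 min at room temperature. Hydroperoxide measured by Fe-xylenol orange, 573/405 nm absorbance ratio.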
PI4K2A block: qHTS for small molecular inhibitors of PI4K2A; Phosphatidylinositol 4-kinase type 2-alpha (Homo sapiens), Q9BTU6; purified PI4K2A, ADP-Glo luminescence, 1 h; active compounds read low; activity change, negative = inhibition, % at 76.9 µM; 420,000 compounds, 0.13% hits; AID 1346378, 2018; in the data active means activity change below about -50%; inconclusive means mostly about -30% to -49%;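 further: -100% = wells without enzyme as full effect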
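Compounds are screened against recombinant PI4K2A using PI as substrate and ATP, the latter dispensed at 300 microM. Reactions run one hour at ambient temperature before ADP-Glo detection; full inhibition defined by wells lacking enzyme.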
BAZ2B block: qHTS Assay for Inhibitors of BAZ2B; AlphaScreen BAZ2B-H3K14Ac peptide displacement; Potency, µM (titrated, usually from 114 µM), for the others: at the top dose activity change, negative = inhibition, most hits filed as inhibitors; Bromodomain adjacent to zinc finger domain protein 2B (Homo sapiens), Q9UIF8; 360,000 compounds, 4.4% hits; further: potency means the concentration at half of the fitted maximal effect; on the % scale 0 is the no-effect control and ±100 the full control effect; nearly all actives have a fitted effect of over 60% in size
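BAZ2B 50 nM plus b-H3(5-23)K14Ac 50 nM, PBS pH 7.4/0.01% Tween-20, 30 min RT; compound added (max 110 uM), 30 min RT; streptavidin donor/Ni-chelate acceptor beads 10 ug/mL final, 20 min dark; AlphaScreen read.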
ERG-DNA inh: qHTS for Small Molecule Inhibitors of the ERG Ets/DNA interaction | AID 624246, 2012 | 370,000 compounds, 0.028% hits | Potency, µM (highest dose often 76.9 µM), for the others: at the top dose FP activity, negative = inhibition, hits mostly inhibitors | Transcriptional regulator ERG (Homo sapiens), P11308 | fluorescence polarization, His-ERG Ets domain / labelled DNA; active means well fitted inhibition curve with a large enough effect in the polarisation, with a control signal flat; inconclusive means small, poorly fitted or top-dose-only effect, or effect the other way, or a change in a side signal; inactive means no such curve, though single readings can be large or run the other way; the % refers to the polarisation;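 further: polarization taken with two DNA probes labelled with fluorescein and Texas red; potency means the concentration at half of the fitted maximal effect; % of control where 0% means no effect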
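His-tagged ERG Ets domain (1 uM in the protein solution; 300mM KCl, 50mM Tris-HCl, 1mM EDTA, 1mM DTT, pH 7.5) received compound, then a probe mix of 5 nM fluorescein-DNA and 100nM Texas-615-DNA. Fluorescence polarization was read for both dyes.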
RGS4 inhibitor: Inhibitors of Regulator of G Protein Signaling (RGS) 4: qHTS; AID 504845, 2011; Potency, µM (titrated, usually from 114 µM), without a hit: top-dose activity change, negative = inhibition, most hits filed as inhibitors; Regulator of G-protein signaling 4 (Homo sapiens), P49798; 390,000 compounds, 0.039% hits; Transcreener GDP fluorescence polarization, RGS4-accelerated GTP hydrolysis; further: potency means the concentration at half of the fitted maximal effect; on the % scale 0 is the no-effect control and ±100 the full control effect; nearly all actives have a fitted effect of over 75% in size; some results filed as inactive show a strong effect at the top dose
Target sequence (P49798 whole entry, looked up): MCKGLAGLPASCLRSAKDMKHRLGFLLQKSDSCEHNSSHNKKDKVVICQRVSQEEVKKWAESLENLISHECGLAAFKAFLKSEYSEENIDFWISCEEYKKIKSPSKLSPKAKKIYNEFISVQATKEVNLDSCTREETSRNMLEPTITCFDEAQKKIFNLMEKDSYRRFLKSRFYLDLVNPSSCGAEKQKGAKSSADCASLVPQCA
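MLSMR compounds (23 nl, pin-transferred) preincubated 10 min at room temperature with a 500nM (2x) first reagent, then RGS4 at 900nM (2x) plus Transcreener GDP mix added; fluorescence polarization (620/688 nm) read before and after 90 min at 30 °C.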
G9a inh: qHTS Assay for Inhibitors of Histone Lysine Methyltransferase G9a. Histone-lysine N-methyltransferase EHMT2 (Homo sapiens), Q96KQ7. G9a H3K9 monomethylation, AlphaScreen, 2 h. Potency, µM (series often up to 102 µM), without a hit: top-dose activity, negative = inhibition, most hits filed as inhibitors. 350,000 compounds, 8.8% hits. AID 504332, 2011; further: potency means the concentration at half of the fitted maximal effect; on the % scale 0 is the no-effect control and ±100 the full control effect; nearly all actives have a fitted effect of over 75% in size
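Signal arises when biotinylated H3K9 peptide, once monomethylated, bridges streptavidin donor and antibody-captured acceptor beads. Enzyme at 20 nM was preincubated 15 min with test compounds; peptide 500 nM and SAM 20 uM then reacted for 2 h.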
GLS inh: qHTS for Inhibitors of Glutaminase (GLS); Glutaminase kidney isoform, mitochondrial (Homo sapiens), O94925; GLS enzymatic activity, qHTS titration; Potency, µM (top dose mostly 45.5 µM), inactives show at the top dose activity change, negative = inhibition, hits mostly inhibitors; 410,000 compounds, 0.21% hits; AID 624170, 2012; further: potency means the concentration at half of the fitted maximal effect; on the % scale 0 is the no-effect control and ±100 the full control effect
Target sequence (O94925 whole entry, looked up, canonical isoform): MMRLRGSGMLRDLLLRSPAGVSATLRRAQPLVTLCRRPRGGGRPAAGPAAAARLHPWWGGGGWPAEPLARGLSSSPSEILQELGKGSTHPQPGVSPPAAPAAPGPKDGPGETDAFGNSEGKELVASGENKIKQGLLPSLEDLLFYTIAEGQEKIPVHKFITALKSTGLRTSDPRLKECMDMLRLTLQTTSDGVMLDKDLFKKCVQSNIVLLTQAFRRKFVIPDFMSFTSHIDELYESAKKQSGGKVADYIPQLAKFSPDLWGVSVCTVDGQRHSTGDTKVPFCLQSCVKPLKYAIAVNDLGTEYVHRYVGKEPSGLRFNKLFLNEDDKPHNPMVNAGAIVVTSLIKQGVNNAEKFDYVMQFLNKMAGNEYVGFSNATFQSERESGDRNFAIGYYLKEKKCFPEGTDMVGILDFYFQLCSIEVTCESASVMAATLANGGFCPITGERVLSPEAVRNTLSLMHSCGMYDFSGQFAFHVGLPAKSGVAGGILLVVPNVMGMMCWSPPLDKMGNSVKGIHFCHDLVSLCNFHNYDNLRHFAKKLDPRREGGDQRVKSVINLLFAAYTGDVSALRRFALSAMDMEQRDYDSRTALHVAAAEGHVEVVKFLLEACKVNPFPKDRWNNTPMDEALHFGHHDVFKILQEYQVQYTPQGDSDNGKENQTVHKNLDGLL
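Compounds were pin-transferred onto hKGA, after which L-glutamine (1 mM solution) and a detection mix of glutamate oxidase, HRP and Amplex Red were added. Initial and 30 min RT fluorescence reads were collected.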
HP1b binding inh: HTS for Inhibitors of HP1-beta Chromodomain Interactions with Methylated Histone Tails. AlphaScreen HP1-beta / biotin-H3K9me3 peptide binding. Potency, µM (highest dose often 114 µM), without a hit: at the highest dose activity change, negative = inhibition, hits mostly inhibitors. 390,000 compounds, 0.56% hits. AID 540317, 2011; further: potency means the concentration at half of the fitted maximal effect; nearly all actives have a fitted effect of over 70% in size; inactives centre near 23
Target sequence (P83916 whole entry, looked up): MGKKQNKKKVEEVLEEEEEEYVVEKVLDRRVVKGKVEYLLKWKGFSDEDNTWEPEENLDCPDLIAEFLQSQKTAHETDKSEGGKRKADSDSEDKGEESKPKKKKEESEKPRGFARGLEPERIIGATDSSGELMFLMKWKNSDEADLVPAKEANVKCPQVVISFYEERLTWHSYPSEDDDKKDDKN
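Compound inhibition of the preformed complex between 50 nM HP1-beta and 50 nM biotinylated H3K9me3 peptide was read by AlphaScreen. Buffer was PBS pH 7.4 with 0.01% Tween-20. Incubations ran 30 min at room temperature, with 10 ug/mL donor/acceptor beads.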
JMJD2A Tudor inh: qHTS Assay for Inhibitors of JMJD2A-Tudor Domain | 390,000 compounds, 4.4% hits | Potency, µM (top dose mostly 114 µM), without a hit: at the top dose activity change, negative = inhibition, usual class: inhibitors | AlphaScreen JMJD2A-Tudor / H3K4me3 peptide binding | Lysine-specific demethylase 4A (Homo sapiens), O75164; further: potency means the concentration at half of the fitted maximal effect; on the % scale 0 is the no-effect control and ±100 the full control effect; nearly all actives have a fitted effect of over 50% in size
The depositor's hits bear a star; i = inactive; ? = inconclusive; / = no result given; & = joins results of further samples; [ ] = remark or other dose. Unless noted, the call rests on the fitted dose curve; in most records, active means well fitted curve in the direction sought with a large enough effect; inconclusive means small, poorly fitted or top-dose-only effect, or another doubt; inactive means no such curve, though single readings can be large; an effect the other way counts as inactive or inconclusive. Not all compounds are listed; rates above refer to the full screens.

SMILES	12-LOX inh	PI4K2A block	BAZ2B block	ERG-DNA inh	RGS4 inhibitor	G9a inh	GLS inh	HP1b binding inh	JMJD2A Tudor inh
O=C(NCc1ccco1)c1ccc2c(c1)N(Cc1ccccc1)CCS2	?	1	?	-2%	15%	15%[12.7 µM]	10%	12%	-19%
O=C(CSc1ccc(-c2ccccn2)nn1)NCc1ccc(F)cc1	51%[activator]	6	3.2µM*	2%	-1%	-16%	0%	12%	7.9µM*
COc1cc(OC)nc(NC(=O)CN2CCN(c3ccc(F)cc3)CC2)n1	5%	6	9%	-17%	4%	-2%[12.7 µM]	23%	22%	-13%
COC(=O)c1ccc(CSc2ncnc3c2oc2ccccc23)o1	19%	2	5%	-6%	-2%	3%	1%	18%	-9%
COc1cc(C2CC(=O)c3cnc(NC(=O)c4ccco4)nc3C2)cc(OC)c1OC (stereo not drawn)	-8%	1	-22%	8%	30%	-9%	-1%	-17%	-24%
COc1ccc(CNC(=O)CCc2nnc3n(CC(C)C)c(=O)c4ccccc4n23)cc1	-10%	-2	-1%	2%	10%	0%[59 µM]	-9%	21%	-9%
O=C1CCCN2N=C(SCC(=O)Nc3ccc(Br)cc3)SC2=N1	9%	-4	-25%	4%	0%	26%[59 µM]	-1%	22%	-17%
O=C(Oc1c(Br)cc([N+](=O)[O-])cc1Br)c1cccnc1	-14%	2	?	-3%	13%	?	-18%	-36%	?
COc1ccccc1N1CCN(C2CCN(S(=O)(=O)c3ccc(NC(C)=O)cc3)CC2)CC1	3%	0	-4%	5%	5%	-4%	0%	14%	-8%
O=C1CCC(C(=O)N(CCO)Cc2ccccc2)CN1CCCN1CCOCC1 (stereo not drawn)	6%	4	-2%	-1%	24%	10%[59 µM]	1%	20%	-11%
Cc1ccc(CCNc2ncnc3onc(C)c23)cc1	-25%	7	14%[57.1 µM]	-4%	-28%	10%[59 µM]	-6%	41%[activator]	11%
CCn1cc(C(=O)OCC(=O)Nc2c(C)cccc2C)c(=O)c2ccc(C)nc21	?	1	-8%	2%	-9%	45µM*	14%	29%	-11%
CC1CC2(CCCCC2)N2C(=O)C(=O)c3cccc1c32 (stereo not drawn)	-13%	29	?	-1%	-14%	71µM*	1%	?	?
COC(=O)c1cccc(N(C(=O)c2cnccn2)C(C(=O)NC2CCCCC2)c2cn(C)nc2C)c1 (stereo not drawn)	4%	0	-2%	1%	-33%	22%[59 µM]	?	57%	-12%
O=C(NCc1ccccc1)c1ccc(/C=N/O)nc1	-12%	-2	56µM*	9%	4%	10µM*	33%[activator]	20%	7.9µM*
CCOC(=O)c1cnc(-n2cc(C)cn2)nc1Nc1ccccc1OCC	-19%	-1	-3%	10%	-4%	3%	-2%	43%[activator]	-25%
N/C(=N\OC(=O)CC1CCCCC1)c1ccccc1	26%	4	36%	-5%	-27%	30%[59 µM]	0%	46%[activator]	4%
O=C(c1cc(S(=O)(=O)N2CCOCC2)ccc1F)N(CCc1ccccc1)Cc1ccccc1	-20%	-6	6%	2%	9%	18%[2.33 µM]	0%	-19%	-25%
Cc1ccc2[nH]c3nc(SCC#N)nnc3c2c1	-16%	1	-7%	-8%	-8%	2%	-4%	13%	-2%
O=C(c1cccc(Cl)c1)N1CCN(c2ncccn2)CC1	-7%	-1	3%	-7%	-1%	-8%	-8%	53%[activator]	12%
O=C1OC(c2ccccc2)C(O)=C1c1ccccc1 (stereo not drawn)	?	-1	/	1%	-7%	/	-7%	32%	-4%
CCOc1ccc(CNC(=O)CCCc2cn(C)c3ccccc23)cc1	-16%	0	?	8%	-41%	?	-17%	-26%	-24%
CCOc1ccc(OCC)c(NC(=O)CN2CCN(c3cccc(C)c3)C(C)C2)c1 (stereo not drawn)	?	-1	50µM*	-1%	2%	?	-6%	25µM*	1.1µM*
Cc1ccc(C2N(c3nccs3)C(=O)C3CCCN32)cc1 (stereo not drawn)	0%	-2	?	-13%	-40%	13µM*	0%	14%	20µM*
CC(=O)Nc1ccc(-c2nn[nH]n2)cc1	?	10	-20%	-5%	-17%	5%[12.7 µM]	-4%	25%	-22%

Entries listed above shown as hits in HP1b binding inh.
SMILES	12-LOX inh	PI4K2A block	BAZ2B block	ERG-DNA inh	RGS4 inhibitor	G9a inh	GLS inh	HP1b binding inh	JMJD2A Tudor inh
CCOc1ccc(OCC)c(NC(=O)CN2CCN(c3cccc(C)c3)C(C)C2)c1 (stereo not drawn)	?	-1	50µM*	-1%	2%	?	-6%	25µM*	1.1µM*

Other records:
SMILES	12-LOX inh	PI4K2A block	BAZ2B block	ERG-DNA inh	RGS4 inhibitor	G9a inh	GLS inh	HP1b binding inh	JMJD2A Tudor inh
CC(C)c1nn(-c2cc(C(F)(F)F)ccn2)c(=O)o1	92%[activator]	-4	2%	6%	22%	5%	-2%	27%	-14%
O=C(CCC1CCCCC1)Nc1c[nH]c(=O)[nH]c1=O	0%	-3	4%	5%	-3%	1%[59 µM]	-3%	49%	13%
Cc1ccc(C)c2[nH]c(=O)c(CN(CCCN(C)C)C(=O)NCc3ccccc3)cc12	133%[activator]	6	4%	-3%	-12%	2%[59 µM]	-6%	23%	-20%
COc1ccc(OCC(=O)Nc2cccc3cccnc23)cc1	0%&0%	1	38%	-3%	-5%	107%[activator]	/	103%[activator]	62%[activator]
COc1cccc(NC(=O)N2C3CCCC2CC(NC(=O)C(C)(C)C)C3)c1 (stereo not drawn)	2%	-4	6%	1%	-7%	-2%	-4%	35%	1%
CCOc1c(Br)cc(C(=O)OCC(=O)N2CCc3ccccc3C2)cc1OC	21%	-5	4%	4%	-16%	16%[12.7 µM]	4%	37%[activator]	8%
COC(=O)Cc1[nH]nc2c1C1(C(=O)N(Cc3ccc(Cl)cc3)c3ccccc31)C(C#N)=C(N)O2 (stereo not drawn)	0%	-1	-32%	0%	-21%	-36%	-10%	30%	-10%
O=C(Nc1cccc([N+](=O)[O-])c1)c1ccc2ccccc2c1O	0%	3	-29%	-20%	-13%	16µM*	-22%	7%	-11%
Cc1ccc(NS(=O)(=O)c2cn(C)cn2)cc1	?	-9	12%	2%	-32%	5%[59 µM]	10%	20%	-16%
Cc1ccsc1C1CC(=O)NC2=C1C(=O)CC(C)(C)C2 (stereo not drawn)	0%	-11	4%	1%	-30%	-35%	-9%	17%	0%
c1ccc2c(c1)[nH]c1c(N3CCSCC3)ncnc12	13%	-5	-29%	-1%	-20%[56.9 µM]	10%[0.0925 µM]	19%	20%	-9%[57.1 µM]
CCC(C)c1ccc(NC(=S)N2CCN(C(=O)C3CCCO3)CC2)cc1 (stereo not drawn)	-1%	4	-16%	-13%	-38%	-10%	13%	14%	-15%
Cn1c(=O)c2c(nc(N/N=C/c3cccs3)n2Cc2ccc(Br)cc2)n(C)c1=O	?	-3	-11%	5%	-31%	19%[59 µM]	9%	31%	-18%
COc1cc(/C=N/Nc2nc(C)cc(C)n2)ccc1OC(=O)c1ccco1	24%	2	-23%	-1%	-2%	4%[59 µM]	3%	31%	-1%
O=C(O)c1cnn2c(C(F)(F)F)cc(-c3ccccc3)nc12	9%	-5	-25%	10%	-15%	-10%	-8%	24%	-28%
Cc1cc(C)n2c(SCC(=O)Nc3ccc(F)cc3)nnc2n1	3%	-1	-2%	9%	?	11µM*	-9%	?	-2%
COC(=O)C1(C)NC(c2ccc(F)cc2)C2C(=O)N(c3ccccc3)C(=O)C21 (stereo not drawn)	18%	4	-4%	-11%	5%	2%	-2%	32%	1%
OC(CN1CCOCC1)Cn1c2c(c3ccccc31)CCCC2 (stereo not drawn)	?	-9	?	-1%	9%	?	-15%	6%	?
Cn1c(Cn2c(=O)sc3ccccc32)nnc1SCC(=O)Nc1cccc(Cl)c1	i	5	-4%	5%	-6%	23%[59 µM]	-8%	58%[activator]	-5%
COc1ccc(-c2cc3nc4c(c(N5CCC6(CC5)OCCO6)n3n2)CCC4)cc1	-2%	2	-4%	-10%	7%	2%	-4%	32%	-14%
CCN(C(=O)CN1C(=O)COc2ccc(S(=O)(=O)N3CCOCC3)cc21)c1cccc(C)c1	-13%	0	-14%	2%	14%	-26%[59 µM]	0%	13%	-9%
CCc1noc(C)c1C(=O)Nc1nc2ccc(S(C)(=O)=O)cc2s1	-32%	2	12%	14%	-13%	50µM*	-2%	46%[activator]	-1%
COc1ccc(/C=C/C(=O)Nc2cc(-c3nc4ccccc4o3)ccc2OC)cc1	-10%	-2	1%	0%	-31%	-9%[59 µM]	2%	22%	-16%
COc1ccc(Br)cc1C(=O)Nc1ccc(Cc2ccncc2)cc1	25%	3	-4%	5%	-21%	9%	1%	58%	-24%
